Screening results from PubChem.
PTAP-TSG101 blk: inhibitors of HIV-1 PTAP binding to human TSG101, validation; Q99816; Fluorescence polarization, FITC-PTAP peptide/Tsg101, 20 min; Potency, µM (top dose mostly 115 µM), for inactives: at the highest dose activity change, negative = inhibition, most hits filed as inhibitors; 44,000 tested, under 10 active; AID 1347069; note: potency is the fitted concentration of half-maximal effect; 0% is about no effect
Target sequence (Q99816 whole entry, looked up): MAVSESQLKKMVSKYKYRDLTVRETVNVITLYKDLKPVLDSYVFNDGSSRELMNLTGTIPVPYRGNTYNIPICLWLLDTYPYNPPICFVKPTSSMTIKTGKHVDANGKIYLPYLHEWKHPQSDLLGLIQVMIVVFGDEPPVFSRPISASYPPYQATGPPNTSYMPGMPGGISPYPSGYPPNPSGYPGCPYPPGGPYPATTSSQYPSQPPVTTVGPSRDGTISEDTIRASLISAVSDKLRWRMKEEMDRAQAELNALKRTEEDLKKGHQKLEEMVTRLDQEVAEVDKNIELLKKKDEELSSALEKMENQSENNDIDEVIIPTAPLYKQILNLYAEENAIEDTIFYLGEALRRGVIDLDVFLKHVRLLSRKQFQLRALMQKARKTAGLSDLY
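Steps: Tsg101 binding domain (10 uM final) in HEPES pH 7.5/NaCl/Tween 20/EDTA/TCEP; add compound; add FITC-PTAP peptide (50 nM final); incubate 20 min r.t.; read polarization.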
p53null 32C kill: p53 null cell cytotoxicity, permissive temperature | H1299-neo p53 null cells, ATP luminescence, 24 h, 32C | 55,000 compounds, 0.62% hits | Potency, µM (highest dose often 46.1 µM), inactives show at the top dose activity change, negative = cytotoxicity, most hits filed as cytotoxic;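 note: potency is the fitted concentration of half-maximal effect; 0% = DMSO only and -100% = full killing by 100 µM tamoxifen; nearly all actives have a fitted effect of over 55% in size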
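H1299-neo, 600 cells/well; overnight 37C; cpd up to 46 uM, 24 h at 32C; ATPlite luminescence after 20 min RT; normalized to DMSO (0%) and tamoxifen 100 uM (100% kill); Hill-fit AC50.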
FH mod: Identification of activators of human fumarate hydratase by quantitative high-throughput screening. AID 1347055, 2019. Potency, µM (doses to about 79.9 µM), for inactives: at the highest dose activity change, negative = inhibition, most hits filed as inhibitors. 54,000 compounds, 0.22% hits. FH coupled MDH/diaphorase resazurin fluorescence, 15 min. Fumarate hydratase, mitochondrial (Homo sapiens), P07954; note: potency is the fitted concentration of half-maximal effect; % is set by controls: 0 for no effect and ±100 for the full control effect; the screen sought activators but most active calls are inhibition curves; nearly all actives have a fitted effect of over 45% in size
Target sequence (P07954 whole entry, looked up): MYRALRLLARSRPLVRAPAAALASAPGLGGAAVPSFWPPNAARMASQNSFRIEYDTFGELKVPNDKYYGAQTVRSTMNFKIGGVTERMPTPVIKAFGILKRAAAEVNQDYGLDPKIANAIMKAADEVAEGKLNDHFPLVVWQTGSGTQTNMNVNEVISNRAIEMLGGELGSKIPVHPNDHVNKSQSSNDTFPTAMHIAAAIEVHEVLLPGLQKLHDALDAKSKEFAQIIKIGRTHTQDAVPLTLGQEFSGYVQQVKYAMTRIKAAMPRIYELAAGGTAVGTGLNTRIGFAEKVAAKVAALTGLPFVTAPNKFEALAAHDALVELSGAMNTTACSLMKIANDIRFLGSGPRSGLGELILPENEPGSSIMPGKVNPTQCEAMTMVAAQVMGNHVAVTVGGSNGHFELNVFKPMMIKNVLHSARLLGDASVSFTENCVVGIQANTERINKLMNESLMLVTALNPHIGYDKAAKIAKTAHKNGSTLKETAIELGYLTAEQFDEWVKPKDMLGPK
NTMT1 inhibitor: inhibitors of human N-terminal methyltransferase NTMT1; Q9BV86; NTMT1 MTase-Glo SAH luminescence, purified enzyme; Potency, µM (titrated, usually from 114 µM), for inactives: at the top dose activity change, negative = inhibition, hits mostly inhibitors; 59,000 compounds, 2.5% hits;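 note: potency is the fitted concentration of half-maximal effect; plate controls were DMSO vehicle for no effect and no enzyme for full effect; nearly all actives have a fitted effect of over 65% in size; many of its hits are not listed in these tables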
B2AR arrestin ag: beta-arrestin recruitment by human beta2-adrenergic receptor ligands; P07550; HTLA Tango cells, beta-arrestin recruitment, luciferase luminescence, 18 h; Potency, µM (highest dose often 46.1 µM), inactives show at the top dose activation, most hits filed as activators; 44,000 tested, under 10 active;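 note: potency is the fitted concentration of half-maximal effect; 0% = DMSO and full agonism = EC100 isoproterenol or metaproterenol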
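Luminescence read-out: arrestin recruitment to recombinant beta2-AR releases tTA, inducing luciferase. Cells exposed 18 hr at 37 degrees C to up to 46 microM compound; %Activity from corrected signal, concentration-response curves classified by r2, magnitude and efficacy.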
p53null 39C tox: p53 null cell cytotoxicity, nonpermissive temperature; H1299 p53-null (neo) cells, 39C, ATPlite viability, 24 h; Potency, µM (highest dose often 46.1 µM), for inactives: at the highest dose activity, negative = cell killing, actives largely listed as cytotoxic; 55,000 compounds, 0.97% hits;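 note: potency is the fitted concentration of half-maximal effect; 0% = DMSO only and -100% = full killing by 100 µM tamoxifen; nearly all actives have a fitted effect of over 50% in size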
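Cells seeded at 600/well, 37C overnight. Compound added (up to 46 uM), plates shifted to 39C for 24 hr. ATPlite added, luminescence read after 20 min at room temperature.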
GALK inh: GALK (human) enzyme inhibition; recombinant GALK, Kinase-Glo ATP luminescence, 1 h; Potency, µM (doses to about 57.5 µM), for inactives: at the top dose activity, negative = inhibition, hits mostly inhibitors; 44,000 tested, under 10 active; AID 1347072;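 note: plate controls were full GALK reaction for no effect and reaction lacking GALK for full effect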
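Reactions with and without enzyme served as controls. GALK at 5 nM phosphorylates 100 uM galactose using 35 uM ATP (HEPES pH 8.0, Mg2+) for 1 h at RT, with luminescence read 10 min after adding Kinase-Glo Plus.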
An asterisk follows results filed as active; u = inconclusive; x = not tested or not shown; [ ] = remark or other dose. Calls come from the whole dose curve; as a rule, active = well fitted curve in the direction sought with a large enough effect; inconclusive = small, poorly fitted or top-dose-only effect, or another doubt; inactive = no such curve, though single readings can be large; an effect the other way counts as inactive or inconclusive.

1	COc1ccc(C)cc1NC(=O)c1cc(S(=O)(=O)N2CCN(c3cccc(C)c3C)CC2)ccc1F
2	CCOc1ccc(CNC(=O)Cn2c(=O)c3cccn3c3ccc(F)cc32)cc1
3	CC(=O)N1CCOc2cc(S(=O)(=O)NC(C)c3ccccc3)c(Cl)cc21 (stereo not drawn)
4	CCOC(=O)c1c(NC(=O)c2cc3nc(-c4ccc(OC)cc4)cc(C(F)(F)F)n3n2)sc2c1CCC(C)C2 (stereo not drawn)
5	Cc1ccccc1CSc1nc2ccsc2c(=O)n1CCC(C)C
6	COc1ccc(-c2nc3scc(CCNS(=O)(=O)c4ccc(F)c(C(F)(F)F)c4)n3n2)cc1OC
7	COc1ccc(NC(=O)CSc2nc3ccccc3n2CC(=O)NCc2ccc(F)cc2)cc1
8	Cc1nn(CC(=O)N2CCC(C)CC2)c(=O)c2cc3occc3n12

compound no. | 1 | 2 | 3 | 4 | 5 | 6 | 7 | 8
PTAP-TSG101 blk | 2% | 2% | 0% | -1% | 0% | -2% | -1% | -2%
p53null 32C kill | -15% | 7% | u | -4% | -3% | 21% | -15% | 3%
FH mod | -5% | 0% | -7% | 12% | -4% | -20% | 8% | -4%
NTMT1 inhibitor | -15% | u | -1% | -2% | 9% | -4% | 0% | -4%
B2AR arrestin ag | 1% | 0% | 0% | 0% | -3% | -3% | 1% | -2%
p53null 39C tox | 19% | -6% | 66%[activator] | 26% | 6% | -12% | -18% | 11%
GALK inh | 0% | 0% | -10% | 3% | 0% | -3% | -2% | -1%

9	O=C(NC1CCCCC1)c1cc(Nc2ccccc2)nc2ccccc12
10	CN(c1ncnc2c1c(-c1ccccc1)cn2-c1ccc(F)cc1)C1CCCCC1
11	Cc1ccc(CN(C(=O)c2ccc(OCC(C)C)cc2)c2ccccn2)o1
12	COc1ccccc1N1CCN(c2ccc3cc(S(=O)(=O)N4CCCCC4)ccc3n2)CC1
13	Cc1ccc(CN2CCCn3nc(C(=O)NCCC(C)C)cc3C2=O)cc1
14	Cc1c(-c2nc(-c3ccc4c(c3)OCO4)no2)nnn1-c1ccc(Br)cc1F
15	COc1ccc(N2CCN(C(CNS(=O)(=O)c3ccc(OC)c(C)c3)c3ccco3)CC2)cc1 (stereo not drawn)
16	O=C(COc1ccccc1)Nc1ccc2nc(SCC(=O)N3CCc4ccccc43)sc2c1

compound no. | 9 | 10 | 11 | 12 | 13 | 14 | 15 | 16
PTAP-TSG101 blk | 2% | -4% | -2% | 1% | 2% | -2% | 0% | 0%
p53null 32C kill | 13% | 3% | -4% | -6% | 4% | 9% | 4% | -10%
FH mod | -5% | -6% | -15% | -20% | 5% | 0% | -21% | 1%
NTMT1 inhibitor | 5% | 7% | -16% | -5% | 16% | 15% | u | 4%
B2AR arrestin ag | -1% | -1% | -4% | -1% | -1% | -1% | -3% | -4%
p53null 39C tox | 4% | 18% | u | u | -4% | 13% | 30% | -15%
GALK inh | 4% | -1% | -5% | 0% | -3% | 4% | -2% | -4%

17	COc1ccc(N(Cc2nnc3n2CCCCC3)C(=O)Nc2ccc(Cl)cc2)cc1Cl
18	CCn1cc2nc(SCC(=O)Nc3ccc(C)cc3)n(Cc3ccc(C)cc3)c(=O)c2n1
19	Cc1ccc(C)c(NC(=O)CSc2cn(CC(=O)N3CCCCC3)c3ccccc23)c1
20	CN(Cc1ccccc1)C(=O)c1cc2c(=O)n(C)c3ccccc3c2s1
21	COc1cccc(-n2c(=O)c3cc(OC)c(OC)cc3n(CC(=O)Nc3ccc(F)cc3)c2=O)c1
22	CCOC(=O)c1c(C)oc2nc(C)nc(NCCCN3CCN(c4cccc(C)c4)C(C)C3)c12 (stereo not drawn)
23	O=C(CN1C(=O)COc2ccc(S(=O)(=O)N3CCCCCC3)cc21)Nc1cccc(Cl)c1
24	CSc1cccc(NC(=O)Cn2cnc(S(=O)(=O)N3CCCC3)c2)c1

compound no. | 17 | 18 | 19 | 20 | 21 | 22 | 23 | 24
PTAP-TSG101 blk | -1% | -4% | -6% | -1% | -5% | -6% | -1% | 0%
p53null 32C kill | 2% | 3% | -1% | -4% | -7% | 12% | 13% | 3%
FH mod | -10% | -28% | -6% | u | 3% | -9% | -12% | 0%
NTMT1 inhibitor | 19% | 10% | 3% | -9% | 8% | 4% | 5% | 13%
B2AR arrestin ag | 0% | 2% | 0% | -1% | -2% | 0% | -1% | 0%
p53null 39C tox | -1% | 18% | -11% | u | -16% | 4% | -5% | -6%
GALK inh | -5% | 2% | 1% | 8% | 2% | -2% | -5% | 1%

25	Cc1ccccc1OCc1ccc(-c2nc(C#N)c(N3CCN(c4ccccc4)CC3)o2)o1
26	Cc1ccc(NC(=O)CSCn2nnc3c(=O)[nH]c(Cc4ccc(F)cc4)nc32)c(C)c1
27	CCOC(=O)c1sc2ncn(CC(=O)Nc3ccc(C)cc3Br)c(=O)c2c1C
28	COc1cc2c(cc1OC)C(c1ccc(Cl)cc1)N(c1cccc(C#N)c1)C(=O)C2 (stereo not drawn)
29	Cc1ccc(CNC(=O)C2CCN(S(=O)(=O)c3c(C)noc3/C=C/c3c(C)cc(C)cc3C)CC2)cc1
30	CCn1cc(C(=O)NCCOC)c(=O)c2cc(S(=O)(=O)N3CCOCC3)ccc21
31	Cc1cc(C)cc(NC(=O)CSc2cc(C)[nH]c(=O)n2)c1
32	CCOC(=O)c1cnc2c(ccc3ccccc32)c1Nc1ccc(C(C)=O)cc1

compound no. | 25 | 26 | 27 | 28 | 29 | 30 | 31 | 32
PTAP-TSG101 blk | -4% | -5% | -2% | -6% | 0% | 0% | -8% | 0%
p53null 32C kill | -15% | -4% | 9% | 11% | 3% | -4% | -11% | 12%
FH mod | -7% | 7% | -3% | x | -23% | 2% | 0% | -22%
NTMT1 inhibitor | -23% | u | 0% | x | -4% | 6% | 1% | 7%
B2AR arrestin ag | -4% | -2% | 0% | 1% | 0% | 1% | -1% | -1%
p53null 39C tox | -9% | -1% | -27% | 11% | 2% | 9% | 3% | 23%
GALK inh | -5% | 1% | -2% | 4% | 3% | 8% | -1% | 0%

33	CCOC(=O)c1ccc(NC(=O)CN2C(=O)c3cccnc3Oc3ccc(Cl)cc32)cc1
34	O=C(Nc1c(-c2ccc(F)cc2)nc2ccccn12)c1ccccc1F
35	COc1ccc(-c2nc(CSCC(=O)NCCc3ccc(OC)c(OC)c3)c(C)o2)cc1
36	Cc1sc(-n2cccc2)c(C(C)NC(=O)Nc2cccc(C(F)(F)F)c2)c1C (stereo not drawn)
37	Cc1csc2nc(COc3ccc(NC(=O)COc4ccccc4)cc3)cc(=O)n12
38	COc1ccccc1NC(=O)C(=O)c1cc(C)n(-c2ccccc2F)c1C
39	Cc1ccc(C(=O)c2cn(Cc3ccccc3F)c3cc4c(cc3c2=O)OCO4)cc1
40	Cn1nnnc1SCCCNCc1ccccc1OCc1ccccc1F

compound no. | 33 | 34 | 35 | 36 | 37 | 38 | 39 | 40
PTAP-TSG101 blk | 47%[activator] | -4% | 0% | 0% | 1% | 2% | -9% | 0%
p53null 32C kill | 12% | -8% | -4% | -1% | -5% | 5% | -5% | -4%
FH mod | -20% | -5% | -6% | -10% | -4% | -31% | u | -10%
NTMT1 inhibitor | 11% | -16% | -3% | -8% | -2% | -3% | -3% | -20%
B2AR arrestin ag | 1% | 0% | -2% | 0% | 0% | -2% | 1% | -4%
p53null 39C tox | -1% | -10% | 1% | u | -13% | -3% | -16% | -22%
GALK inh | 2% | -5% | -1% | 9% | 0% | 1% | 9% | -10%

41	CCOc1ccc(-c2nnc(SCC(=O)c3ccc(F)cc3)n2-c2ccccc2)cc1
42	O=C(c1ccccc1Br)N(Cc1ccco1)C1CCS(=O)(=O)C1 (stereo not drawn)
43	CCOC(=O)c1ccc(NC(=O)CCn2cnnn2)cc1
44	O=C(CSCc1cnn(-c2ccccc2)c1-n1cccc1)Nc1ccc(F)cc1F
45	CCOc1ccc(NC(=O)c2oc3ccccc3c2NC(=O)C(C)(C)C)cc1
46	COc1cc(OC)c(NC(=O)c2cn(C)c(=O)c3cc(OC)c(OC)cc23)cc1Cl
47	CCOc1ccc(NC(=O)CC2C(=O)OCCN2CC)cc1 (stereo not drawn)
48	COc1ccc(-c2nc3ccccc3o2)cc1NC(=O)c1cccnc1

compound no. | 41 | 42 | 43 | 44 | 45 | 46 | 47 | 48
PTAP-TSG101 blk | 4% | -7% | -2% | -1% | -3% | 3% | -5% | -3%
p53null 32C kill | -3%[9.22 µM] | -3% | 15% | 6% | u | 7% | x | -10%
FH mod | 4% | -10% | 11% | -21% | -20% | -5% | -8% | -6%
NTMT1 inhibitor | 3% | 3% | 2% | 9% | 13% | 0% | 6% | -6%
B2AR arrestin ag | -1% | 0% | 1% | -1% | 0% | -1% | 0% | 0%
p53null 39C tox | -11% | 1% | -24% | 3% | -7% | 25% | x | u
GALK inh | 10% | 3% | 5% | 0% | 0% | 0% | 1% | 3%

Structural class: the entries above containing a furan ring, fused or not
8	Cc1nn(CC(=O)N2CCC(C)CC2)c(=O)c2cc3occc3n12
11	Cc1ccc(CN(C(=O)c2ccc(OCC(C)C)cc2)c2ccccn2)o1
15	COc1ccc(N2CCN(C(CNS(=O)(=O)c3ccc(OC)c(C)c3)c3ccco3)CC2)cc1 (stereo not drawn)
22	CCOC(=O)c1c(C)oc2nc(C)nc(NCCCN3CCN(c4cccc(C)c4)C(C)C3)c12 (stereo not drawn)
25	Cc1ccccc1OCc1ccc(-c2nc(C#N)c(N3CCN(c4ccccc4)CC3)o2)o1
42	O=C(c1ccccc1Br)N(Cc1ccco1)C1CCS(=O)(=O)C1 (stereo not drawn)
45	CCOc1ccc(NC(=O)c2oc3ccccc3c2NC(=O)C(C)(C)C)cc1

compound no. | 8 | 11 | 15 | 22 | 25 | 42 | 45
PTAP-TSG101 blk | -2% | -2% | 0% | -6% | -4% | -7% | -3%
p53null 32C kill | 3% | -4% | 4% | 12% | -15% | -3% | u
FH mod | -4% | -15% | -21% | -9% | -7% | -10% | -20%
NTMT1 inhibitor | -4% | -16% | u | 4% | -23% | 3% | 13%
B2AR arrestin ag | -2% | -4% | -3% | 0% | -4% | 0% | 0%
p53null 39C tox | 11% | u | 30% | 4% | -9% | 1% | -7%
GALK inh | -1% | -5% | -2% | -2% | -5% | 3% | 0%

A portion of the library (hit frequency here may not be typical).
